Assay outcomes (PubChem BioAssay)
DRD3 antagonist – D3 dopamine receptor (human) antagonism; P35462; D3R cells, DiscoveRx beta-arrestin luminescence, antagonist mode; hits give low values; max response, negative = inhibition, %; 2.5% of 360,000 active; in the data active = max response below about -50%; inconclusive = no clear call, values can overlap the other calls; also: % is scaled to controls: 0 for no effect and ±100 for the full control effect; mostly tested at two doses, the higher about 12 µM
Target sequence (P35462 whole entry, looked up): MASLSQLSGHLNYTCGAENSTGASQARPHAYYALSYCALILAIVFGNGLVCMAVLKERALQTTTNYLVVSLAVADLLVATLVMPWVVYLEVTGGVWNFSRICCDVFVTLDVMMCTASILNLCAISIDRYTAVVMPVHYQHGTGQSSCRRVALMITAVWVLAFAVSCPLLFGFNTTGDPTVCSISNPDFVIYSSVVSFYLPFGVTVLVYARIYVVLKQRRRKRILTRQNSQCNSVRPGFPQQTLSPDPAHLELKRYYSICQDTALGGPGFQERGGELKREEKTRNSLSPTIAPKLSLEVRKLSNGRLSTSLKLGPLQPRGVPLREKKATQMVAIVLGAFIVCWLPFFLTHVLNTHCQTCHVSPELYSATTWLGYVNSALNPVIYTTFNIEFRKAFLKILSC
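Cells plated overnight at 1500 cells/well, then exposed to library compounds with dopamine controls for 90 minutes at 37 degrees C. DiscoveRx reagent added for 30–60 minutes at room temperature; luminescence read, quantitative HTS format.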
HT1080 IDH1KD tx – toxicity to HT-1080 IDH1 knockdown cells (counter line). HT-1080 IDH1 knockdown viability, ATP luminescence, 48 h. Potency, µM (highest dose often 46.1 µM), for inactives: at the top dose activity, negative = toxicity, most hits filed as cytotoxic. 2% of 360,000 active;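 also: potency is read from the fitted curve at half-maximal effect; 0% = DMSO wells and -100% = cell-free medium wells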
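% activity derives from luminescence (CellTiter-Glo), normalised to DMSO and no-cell wells. HT-1080-IDH1KD cells, 750/well, had 48 h compound exposure at 37 °C.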
KB-V1 cytotox – KB-V1 MDR subline cytotoxicity. KB-V1 MDR cells viability, CellTiter-Glo, 72 h. Potency, µM (highest dose often 46.1 µM), without a hit: top-dose activity change, negative = cytotoxicity, usual class: cytotoxic. 3.4% of 400,000 active; also: potency is read from the fitted curve at half-maximal effect; % is scaled to controls: 0 for no effect and ±100 for the full control effect; nearly all actives have a fitted effect of over 60% in size
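qHTS viability screen in drug-selected KB-V1 MDR cells: 72 h compound treatment at 37 degrees C, ATP luminescence end point.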
KB-3-1 cytotox – kills parental KB-3-1 adenocarcinoma cells. KB-3-1 viability, CellTiter-Glo ATP luminescence, 72 h. Potency, µM (doses to about 46.1 µM), for inactives: top-dose activity change, negative = cytotoxic, hits mostly cytotoxic. 1.4% of 400,000 active; also: potency is read from the fitted curve at half-maximal effect; % is scaled to controls: 0 for no effect and ±100 for the full control effect; nearly all actives have a fitted effect of over 60% in size
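Viability of parental KB-3-1 cells, measured by CellTiter-Glo luminescence, followed a 72 h incubation at 37 °C with pinned compounds in phenol-red-free DMEM containing 10% FBS.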
IL-1B inflam inh – inflammasome signaling inhibition, IL-1 beta readout; THP-1 LPS/ATP IL-1B secretion, AlphaLISA, 16 h; hits give low values; activity change, % at 57.5 µM; 4.7% of 360,000 active; AID 743279; in the data active = activity change below about -50%; inconclusive = mostly about -30% to -49%; also: % is scaled to controls: 0 for no effect and ±100 for the full control effect
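Secreted IL-1B measured by AlphaLISA bead assay after 16 h compound exposure of THP-1 cells; compounds (final up to 57.5 uM) added 1 h before LPS (250 ng/mL) and ATP (1.25 mM) stimulation; lower signal means less secretion.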
HT1080-NT tox – kills 2HG-producing HT-1080-NT fibrosarcoma cells; HT-1080-NT fibrosarcoma viability, CellTiter-Glo ATP luminescence, 48 h; Potency, µM (top dose mostly 46.1 µM), for inactives: top-dose activity, negative = less viability, most hits filed as cytotoxic; 1.6% of 360,000 active;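 also: NT is the 2HG producing partner of a matched IDH1 knockdown line; potency is read from the fitted curve at half-maximal effect; 0% = DMSO-treated cells and -100% = media-only wells without cells; nearly all actives have a fitted effect of over 55% in size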
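Fibrosarcoma NT cells, 750 per well in 5% FBS RPMI, were exposed to compound for 48 hours. Viability: CellTiter-Glo luminescence.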
GLP-1R agonist – GLP-1 receptor (human) agonism | Potency, µM (doses to about 45.6 µM), for the others: at the top dose activation, actives largely listed as activators | HEK293 GLP-1R CRE-luciferase, luminescence, 4-6 h; cells express a hypersensitive GLP-1R form | 0.007% of 380,000 active | AID 624172; also: potency is read from the fitted curve at half-maximal effect; % of control where 0% means no effect
Target sequence (P43220 whole entry, looked up): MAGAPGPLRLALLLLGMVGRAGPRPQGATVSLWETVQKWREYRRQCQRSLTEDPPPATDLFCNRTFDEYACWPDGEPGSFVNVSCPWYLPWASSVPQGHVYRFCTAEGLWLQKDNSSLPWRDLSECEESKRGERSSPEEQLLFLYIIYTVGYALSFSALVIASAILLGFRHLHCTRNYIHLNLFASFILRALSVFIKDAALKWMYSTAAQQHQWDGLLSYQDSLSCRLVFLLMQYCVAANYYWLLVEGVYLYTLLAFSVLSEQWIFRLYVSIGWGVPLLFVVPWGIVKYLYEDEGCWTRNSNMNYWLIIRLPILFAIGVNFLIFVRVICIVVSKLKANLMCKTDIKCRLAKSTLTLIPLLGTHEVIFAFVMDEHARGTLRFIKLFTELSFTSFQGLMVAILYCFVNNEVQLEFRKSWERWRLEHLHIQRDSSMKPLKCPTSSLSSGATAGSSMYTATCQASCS
SW480 rerep – inducers of DNA re-replication in SW480 colon cancer cells | SW480 DNA re-replication, Hoechst DNA content imaging, 48 h | Potency, µM (series often up to 46.1 µM), inactives show at the highest dose re-replication activation, hits mostly activators | 1.8% of 340,000 active; also: potency is read from the fitted curve at half-maximal effect; % of control where 0% means no effect; nearly all actives have a fitted effect of over 55% in size
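Quantitative HTS format with DMSO vehicle controls; 48 hr drug incubation at 37 C, then 40 min Hoechst staining and scanning imager measurement at 405 nm excitation.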
DRD3 agonist – agonists of human D3 dopamine receptor; 0.58% of 410,000 active; D3R DiscoveRx beta-arrestin cells, luminescence, 90 min; P35462; AID 652048; max activation, %; in the data active = max activation above about 30%; also: 0% is about no effect; mostly tested at two doses, the higher about 12 µM
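Agonist mode: compounds and dopamine controls were applied to plated cells for 90 min at 37 degrees C after an overnight attachment at 1500 cells/well. Luminescent read-out followed 30 - 60 minutes at room temperature with DiscoveRx detection reagent.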
* hit, by the source's call; ? = inconclusive; nt = no result given; [ ] = remark or other dose. Unless noted, calls follow the shape of the dose curve; as a rule, active = well fitted curve in the direction sought with a large enough effect; inconclusive = small, poorly fitted or top-dose-only effect, or another doubt; inactive = no such curve, though single readings can be large; an effect the other way counts as inactive or inconclusive.

SMILES	DRD3 antagonist	HT1080 IDH1KD tx	KB-V1 cytotox	KB-3-1 cytotox	IL-1B inflam inh	HT1080-NT tox	GLP-1R agonist	SW480 rerep	DRD3 agonist
O=C(COC(=O)c1ccccc1C(=O)c1ccc(Cl)cc1)NCC1CCCO1 (stereo not drawn)	1.3	16.7%	-21.3%	1.4%	?	9.3%	0.6%	4.9%	1.3
Cc1ccc(N(Cc2ccccc2)C(=O)c2ccc(F)cc2)cc1	0.6	-7.7%	-12.5%	-2.3%	-27.5	-17.3%	13.4%	-3.4%	-2.6
C/C(=N\NC(=O)c1nnn(-c2nonc2N)c1CSc1ccc(C)cc1)c1cccs1	-10.6	-0.2%	1.4%	?	-5.8	-2.4%	-2.0%	nt	-1.7
CCN1CCCC1CNC(=O)c1csc2c1CCCC2 (stereo not drawn)	-18.2	-7.2%[9.24 µM]	-7.6%	7.2%	-5.3	?	2.8%	4.4%	-25.6
COc1ccccc1NC(=O)c1c(N=Cc2cccc([N+](=O)[O-])c2)cnn1C	0.3	23.6%	?	0.1%	nt	20.6%	12.8%	-19.0%	4.1
Cc1onc(-c2ccccc2)c1C(=O)Nc1ccc(Cl)c(S(=O)(=O)N2CCOCC2)c1	-10.3	-0.7%	13.2%	3.7%	-2.6	-12.5%	7.8%	-5.2%	-6.1
N#Cc1cccc(C(=O)OCC(=O)c2ccc3c(c2)NC(=O)CO3)c1	-5.7	12.4%	25.0%	15.0%	12.2	5.9%	-0.2%	2.6%	-2.8
CCc1noc(C)c1C(=O)OCC(=O)N1CCc2ccccc21	-15.8	-3.2%	-15.5%	-3.0%	0.2	-5.1%	10.3%	-0.6%	-3.9
CN(C)C(/C=C/Nc1cccc(Br)c1)=C(C#N)C#N	10.4	9.1%	1.3%	-0.2%	-3.7	8.2%	7.5%	-6.4%	6.7
COC(=O)c1ccc(-c2nc(CN3CCC(C(=O)N4CCOCC4)CC3)c(C)o2)cc1	7.5	6.2%	nt	nt	2.9	4.9%	0.9%	-14.0%	10.3
CCC(=O)N1CCc2cc(Br)cc(S(=O)(=O)NCCCN(CC)Cc3ccccc3)c21	-8.9	-6.6%	?	-18.3%	?	-22.9%	8.6%	3.3%	-6.2
CCOC(=O)C1CCN(C(=O)C2CC(=O)N(c3ccc4c(c3)OCCO4)C2)CC1 (stereo not drawn)	9.4	13.7%	-8.3%	14.0%	2.9	8.2%	-1.3%	-1.4%	10.7
COc1ccc(C(=O)N2CCCCC2c2cc(C(=O)Nc3ccccc3)no2)cc1 (stereo not drawn)	-19.9	0.0%	-4.8%	-0.1%	-3.1	-3.8%	-3.2%	nt	-6.7
Cc1ccc(C(=O)OCC(=O)Nc2ccc3c(c2)OCO3)cc1S(=O)(=O)N1CCOCC1	17.6	14.6%	12.2%	2.1%	12.6	8.1%	-1.6%	12.9%	1.8
O=C(c1cnc2ccccn2c1=O)N1CCCc2ccccc21	4.5	-5.3%	-28.6%	-6.9%	9.3	-4.2%	-11.9%	-17.3%	-6.6
COc1ccccc1NC(=O)CSc1nnc(Cc2cc(=O)[nH]c(=O)[nH]2)n1-c1ccccc1	9.1	4.4%	-22.0%	5.2%	5.4	1.5%	-7.4%	-3.5%	4.3
CCOC(=O)N1CCN(C(=O)COc2ccc(S(=O)(=O)NC(C)C)cc2)CC1	3.6	-4.1%	0.0%	-7.7%	-12.6	14.6%	-3.5%	-2.6%	1.5
O=c1[nH]c(=S)[nH]c2c1[C@H](CCc1cccc(Cl)c1)O[C@H](C1CCCC1)C2	0.3	?	-28.6%	-15.4%	55.8	?	11.7%	nt	6.4
CCOC(=O)CC1C(=O)NCCN1S(=O)(=O)c1ccc(F)cc1 (stereo not drawn)	7.6	7.5%	?	-2.0%	4.6	6.1%	19.2%	-2.4%	4.9
COCCNC(=O)c1ccccc1NC(=O)c1ccccc1N(C)S(=O)(=O)c1ccccc1	-12.0	7.2%	4.2%	8.0%	-19.7	6.3%	16.8%	-5.4%	-7.1
Cc1ccnc(NC(=O)COc2ccc3oc4c(c3c2)CCCC4)c1	3.5	-26.2%	-2.0%	?	-28.9	-13.5%	1.9%	-16.7%	5.0
O=C(NC(=S)NC1CCCC1)c1ccccc1	-10.4	5.9%	-3.0%	-5.7%	20.3	-3.8%	11.2%	-12.7%	4.1
O=C(Nc1ccccc1)/C(=C/c1cccnc1)NC(=O)c1ccccc1	28.2	4.4%	?	?	0.6	-8.7%	2.3%	0.6%	6.3
COc1cc(Cl)c(C)cc1NC(=O)COc1cc(C)nc(C(C)C)n1	13.7	0.3%	-5.1%	0.8%	-13.9	-13.9%	1.2%	-6.9%	2.0
Cc1sc2ncnc(SCC(=O)N3CCCC(C(F)(F)F)C3)c2c1C (stereo not drawn)	13.3	7.8%	0.0%	15.6%	4.1	18.3%	-3.8%	13.9%	-9.3
Cc1ccc(-n2c(SCC(=O)N(C)C3CCS(=O)(=O)C3)nc3ccccc3c2=O)c(C)c1 (stereo not drawn)	27.0	10.1%	?	-1.9%	1.5	0.5%	7.9%	-2.1%	0.2
COc1ccc(CCNC(=O)c2sc3nc4n(c(=O)c3c2C)CCC4)cc1	0.7	0.5%	?	5.9%	-13.2	0.2%	0.8%	-10.2%	-2.0
COc1ccc(NC(=S)N2CCC(NC(=O)c3ccc(OC)cc3)CC2)cc1	-1.1	28.0%	0.3%	-2.6%	-12.1	-1.7%	11.3%	0.5%	3.2
O=C(C1CCCN(S(=O)(=O)c2cccs2)C1)N1CCN(c2cccc(Cl)c2)CC1 (stereo not drawn)	nt	nt	-11.5%	-19.2%	nt	nt	-2.2%	nt	-7.1
CCC(c1nnnn1Cc1ccc2c(c1)OCO2)N1CCN(CC)CC1 (stereo not drawn)	-17.3	5.3%	-15.6%	28.4%	2.6	12.5%	0.0%	0.0%	-25.4
CCOc1ccc(N2C(=O)CC(NCc3ccc(S(N)(=O)=O)cc3)C2=O)cc1 (stereo not drawn)	1.1	12.1%	1.9%	4.3%	5.3	6.8%	-1.5%	1.7%	5.9
O=C(NCc1ccncc1)c1ccc(OCc2ccccc2)cc1	27.4	-0.3%	-5.2%	?	-20.0	-10.8%	-3.2%	3.6%	3.0
Cc1nn(Cc2ccc(Cl)cc2)c(C)c1NC(=O)Cn1nc([N+](=O)[O-])c(Cl)c1C	-1.8	-25.2%	0.9%	?	53.1	?	1.1%	7.3%	-4.5
CC(C)(C)c1ccc(S(=O)(=O)N2CCN(C3CCCC3)CC2)cc1	2.2	9.4%	-8.2%	3.2%	19.1	17.0%	6.3%	-21.2%	5.3
Cc1nnc(SCC(=O)Nc2ccc(F)cc2F)n(N)c1=O	19.1	1.0%	?	22.3%	-10.5	6.2%	-11.8%	-11.6%	9.6
CSc1ccccc1C(=O)NCCOc1ccccc1C	-0.4	1.0%	-0.7%	1.5%	-10.7	0.7%	3.9%	6.3%	2.3
CSCCC(NS(=O)(=O)c1ccc(C)cc1)C(=O)N1CCN(C(c2ccccc2)c2ccccc2)CC1 (stereo not drawn)	-7.5	-9.6%	?	-3.3%	-16.1	-3.6%	-6.1%	?	-1.8
Cc1nc2sc(C(c3cccs3)N3CCN(Cc4ccccc4)CC3)c(O)n2n1 (stereo not drawn)	-4.3	-0.7%	-19.7%	-10.6%	-27.8	0.0%	-1.0%	-2.2%	-6.4
O=S(=O)(c1ccccc1)c1nc(-c2cccs2)oc1NCCCn1ccnc1	-0.7	-1.1%[9.24 µM]	?	17.9%	-7.7	0.5%	5.8%	-2.6%	11.2
CCOC(=O)c1ccccc1NC(=O)CSc1nc2ccccc2n1CC(=O)N1CCCC1	-15.2	-15.1%	?	-3.8%	-18.7	-12.6%	3.5%	-5.4%	-4.8

Continued, overlapping the part above by five compounds.
SMILES	DRD3 antagonist	HT1080 IDH1KD tx	KB-V1 cytotox	KB-3-1 cytotox	IL-1B inflam inh	HT1080-NT tox	GLP-1R agonist	SW480 rerep	DRD3 agonist
CSc1ccccc1C(=O)NCCOc1ccccc1C	-0.4	1.0%	-0.7%	1.5%	-10.7	0.7%	3.9%	6.3%	2.3
CSCCC(NS(=O)(=O)c1ccc(C)cc1)C(=O)N1CCN(C(c2ccccc2)c2ccccc2)CC1 (stereo not drawn)	-7.5	-9.6%	?	-3.3%	-16.1	-3.6%	-6.1%	?	-1.8
Cc1nc2sc(C(c3cccs3)N3CCN(Cc4ccccc4)CC3)c(O)n2n1 (stereo not drawn)	-4.3	-0.7%	-19.7%	-10.6%	-27.8	0.0%	-1.0%	-2.2%	-6.4
O=S(=O)(c1ccccc1)c1nc(-c2cccs2)oc1NCCCn1ccnc1	-0.7	-1.1%[9.24 µM]	?	17.9%	-7.7	0.5%	5.8%	-2.6%	11.2
CCOC(=O)c1ccccc1NC(=O)CSc1nc2ccccc2n1CC(=O)N1CCCC1	-15.2	-15.1%	?	-3.8%	-18.7	-12.6%	3.5%	-5.4%	-4.8
CN(c1ccccc1)S(=O)(=O)c1cccc(C(=O)Nc2nn[nH]n2)c1	-3.9	4.5%	1.1%	10.0%	3.9	-4.5%	5.8%	29.0%	-1.8
CN(C(=O)c1ccc(-c2ccccc2)cc1)C1CCCCC1	0.6	?	-25.9%	-1.0%	?	-16.4%	19.4%	-40.7%[inhibitor]	17.0
CNc1nc(C(=O)O)nc(N2CCOCC2)n1	-12.6	7.9%	8.8%	1.9%	1.6	-1.2%	3.2%	-1.7%	2.2
Cc1ccc(C(=O)N/C(=C/c2ccccc2)C(=O)NCC2CCCO2)cc1 (stereo not drawn)	-4.4	14.7%	7.4%	-5.4%	-16.5	12.5%	1.5%	-5.4%	-10.0
CCC(NC(=O)OC(C)(C)C)C(=O)Oc1ccc2c3c(c(=O)oc2c1)CCC3 (stereo not drawn)	13.0	19.5%	-15.3%	5.0%	-15.5	?	4.3%	-18.1%	-3.4
N#Cc1ccccc1NC(=O)COC(=O)/C=C/c1ccc(S(=O)(=O)N2CCOCC2)cc1	0.9	11.5%	-0.5%	5.6%	-8.1	2.6%	3.9%	-29.7%	3.4
O=C1CC(C(=O)N2CCOCC2)C2(CCCCC2)O1 (stereo not drawn)	10.7	5.4%	6.4%	10.5%	15.7	15.3%	-5.6%	-1.1%	-4.6
